Assay outcomes from PubChem BioAssay.
MRP1 act: H69AR viability gain despite doxorubicin, primary screen, MRP-1 activator project, H69AR cells, CellTiter-Glo. viability rescue. viability increase, % at 10 µM. 140,000 compounds, 0.61% hits. AID 799, 2007;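 active means viability gain under doxorubicin at or above a set limit, the compound median plus 3 SD, cut at about 4.7% in these data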;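 further: MRP-1 overexpressing cells given doxorubicin 25 µM after compound pretreatment; 18-22 h compound pretreatment then 72 h with doxorubicin before readout; 0% = doxorubicin-only wells and 100% = vehicle-treated cells without doxorubicin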
Phagocyt inh: inhibitors of macrophage phagocytosis, primary screen, imaging, J774A.1 cells, IgG beads; AID 1029, 2008; J774A.1 macrophage IgG-bead phagocytosis; 110,000 compounds, 0.07% hits; inhibition, % at 5 µM;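 active means inhibition above the mean of the plate negative controls plus 5 SD, cut at about 13% in these data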;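 further: phagocytic index as fraction of beads internalized from green versus red external bead signal; plate controls were DMSO negative control for no effect and cytochalasin-D positive control for full effect; some results beyond the cut were filed as inactive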
Yeast life ext: compounds extending yeast replicative lifespan, primary screen, S. cerevisiae, OD615; S. cerevisiae growth with nicotinamide; deaD strain in restrictive glucose medium; inhibition of the nicotinamide effect, % at 10 µM; 130,000 compounds, 0.68% hits; AID 775, 2007;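 active means inhibition above a set limit, placed 3 SD over the median of all compounds, cut at about 26% in these data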;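 further: 0% = nicotinamide-treated wells and 100% = cells grown without nicotinamide; some compounds called inactive have numbers as strong as hits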
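assay system = DeaD-strain S. cerevisiae | measured by = absorbance at 615 nm | probe or stimulus = nicotinamide 1.5 mM | buffer or medium = CSMM-D glucose medium, restrictive | times = 48 h at 30 °C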
Measles CPE: compounds protecting cells from measles virus cytopathic effect, primary screen, measles RdRp inhibitor project, single point, MLSMR library, absorbance | Measles virus-infected cells, CPE protection | protection (pct of control), % at 4 µM | 140,000 compounds, 1.5% hits; in the data active means protection mostly above about 24%, no sharp cut-off; inactive means mostly below about 26%; further: some compounds called inactive have numbers as strong as hits
GALR2 antag: GALR2 antagonists in receptor-expressing cells, primary screen; 140,000 compounds, 0.39% hits; antagonist mode; AID 828, 2007; inhibition, % at 4 µM; in the data active means inhibition above about 27%;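 further: cells stimulated with galanin 1-16 at roughly its EC80; 0% = agonist challenge control and 100% = basal control without agonist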
Target sequence (O43603 whole entry, looked up): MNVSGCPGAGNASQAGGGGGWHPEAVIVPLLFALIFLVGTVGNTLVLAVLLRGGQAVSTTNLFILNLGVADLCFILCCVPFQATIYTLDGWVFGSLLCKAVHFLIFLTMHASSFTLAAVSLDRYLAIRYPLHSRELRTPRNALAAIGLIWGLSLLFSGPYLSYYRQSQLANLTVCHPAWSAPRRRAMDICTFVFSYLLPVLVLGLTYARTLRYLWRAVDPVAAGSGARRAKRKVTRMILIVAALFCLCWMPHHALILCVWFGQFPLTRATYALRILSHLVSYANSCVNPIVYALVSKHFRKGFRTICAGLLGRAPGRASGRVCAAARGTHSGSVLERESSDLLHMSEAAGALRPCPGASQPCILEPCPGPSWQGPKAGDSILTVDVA
NPY-Y2 antag: NPY-Y2 receptor antagonists, primary screen, cell-based | inhibition, % at 2.7 µM | Neuropeptide Y receptor type 2 (Homo sapiens), P49146 | NPY-Y2 expressing cells, antagonist mode | 140,000 compounds, 0.99% hits; in the data active means inhibition above about 17%;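 further: 0% = vehicle with agonist challenge and 100% = reference antagonist with challenge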
Target sequence (P49146 whole entry, looked up): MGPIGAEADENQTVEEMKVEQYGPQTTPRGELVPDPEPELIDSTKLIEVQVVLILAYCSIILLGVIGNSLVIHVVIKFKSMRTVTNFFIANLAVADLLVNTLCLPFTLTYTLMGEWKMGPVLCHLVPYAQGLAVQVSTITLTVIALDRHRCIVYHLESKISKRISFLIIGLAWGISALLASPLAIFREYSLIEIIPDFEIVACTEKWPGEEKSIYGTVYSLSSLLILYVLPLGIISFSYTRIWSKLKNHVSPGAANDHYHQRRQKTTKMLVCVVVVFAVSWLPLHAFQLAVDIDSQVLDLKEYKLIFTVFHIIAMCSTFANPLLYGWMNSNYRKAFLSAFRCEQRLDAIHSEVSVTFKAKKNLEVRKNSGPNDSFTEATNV
E-sel TNF inh: E-selectin induction blockers in HUVEC – imaging, immunofluorescence, high content, primary screen | HUVEC TNFa-induced E-selectin immunofluorescence | inhibition, % at 2 µM | 120,000 compounds, 0.71% hits | AID 1246, 2008;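 active means inhibition above the batch mean plus 3 SD, and confirmed as a hit on visual image review, cut at about 43% in these data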;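 further: 0% = TNF-stimulated DMSO wells and 100% = unstimulated control wells; not every result past the cut was called active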
BB579 growth dn: growth inhibitors of yeast BB579 in restrictive medium, primary screen, yeast lifespan-shortening project, S. cerevisiae. OD615, 48 h. inhibition, % at 10 µM. 140,000 compounds, 0.51% hits. AID 804, 2007;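 active means inhibition above a set limit, 3 SD over the mean compound inhibition, cut at about 44% in these data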; further: inactives centre near -24
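System: Saccharomyces cerevisiae DeaD strain BB579, replicative lifespan model yeast. Buffer or medium: restrictive glucose-based CSMM-D medium. Doses: one dose, 10 µM compound with 0.25% DMSO. Timing: 4 h preincubation and 48 h exposure at 30 °C. Detection: turbidity as optical density at 615 nm. Benchmarks: amphotericin B 10 µg/mL, positive.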
HCT116 bCat-KO: primary screen for growth suppressors in beta-catenin knockout HCT116 cells (colon tumor, human); HCT116 beta-catenin knockout viability, CellTiter-Glo, 60 h; active compounds read low; viability, % at 10 µM; 140,000 compounds, 1.5% hits; AID 818, 2007;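 active means viability at or under a set limit, the compound median less 4 SD, cut at about 6% in these data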;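 further: 0% = Hyamine 1622 control at 20 µM and 100% = untreated cell control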
PTEN del growth: growth suppression of PTEN-null HCT116, primary screen, cell-based, CellTiter-Glo; viability, % at 10 µM; 140,000 compounds, 1.2% hits; HCT116 PTEN-null viability, 60 h; active compounds read low;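 active means viability at or below a set limit, 4 SD under the median of all tested compounds, cut at about 3.7% in these data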;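 further: PTEN knockout HCT116 line with beta catenin targeted HCT116 as companion control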
Numbers without * were called inactive; nt = no result given; & = joins results of further samples.

Results follow in this order: E-sel TNF inh	Phagocyt inh	MRP1 act	GALR2 antag	BB579 growth dn	HCT116 bCat-KO	Yeast life ext	PTEN del growth	NPY-Y2 antag	Measles CPE
> CCOc1ccc(C(=O)NCC(C)C)cc1
 : -6	0	0.6	1	5	96	-4	97	1	6
> Cc1cccc(N2CCN(C(=S)NCCc3ccccc3)CC2)c1C
 : nt	7	-1.9	-3	-42	99	3	98	3	7
> CC(Sc1nc(N2CCOCC2)nc(N2CCOCC2)n1)C(=O)Nc1ccccc1 (stereo not given)
 : 12	1	-0.8	14	-4	95	-9	83	2	11
> Cc1ccc(-c2cc3nn(-c4ccccc4)c(N)c3c(=O)o2)cc1
 : 6	0	-2.5	1	-37	90	-20	87	1	9
> O=[N+]([O-])c1cccc(/C([O-])=C(/C(=S)Nc2cccc3ccccc23)[n+]2ccccc2)c1
 : nt	-5	-3.1	13	6	85	-5	77	3	5
> O=C(Nc1ccc(N2CCCCC2)cc1)c1ccc(F)cc1
 : -2	nt	0.6	8	-34	90	-15	89	3	19
> CCc1ccc(NC2Nc3cc(C)nn3S2)cc1 (stereo not given)
 : nt	-3	1.7	-3	3	95	-5	100	-3	41*
> O=C1C2C3C=CC(CC3)C2C(=O)N1c1ccc2c(c1)OCO2 (stereo not given)
 : -21	nt	-0.7	0	-12	92	nt	97	3	7
> NC(=O)c1c(N)sc2c1CCCC2
 : -11	1	-3.6	1	-28	97	-7	102	-1	13
> CCNC(=S)N1CCN(C(=O)c2ccco2)CC1
 : -20	1	-0.6	5	-24	89	-4	104	8	10
> C=CCN(c1ccc(C(=O)Nc2cc(C)cc(C)c2)cc1)S(C)(=O)=O
 : -8	-2	0.0	23	-9	89	5	92	1	13
> CCCN(C(=O)Cc1nc(N)n[nH]1)C1(C(=O)Nc2c(C)cccc2C)CCCCC1
 : -11	0	-0.4	4	-54	93	-10	95	4	5
> CCOC(=O)c1c(C)[nH]c(C(=O)COC(=O)C2(C)CC2(Cl)Cl)c1C (stereo not given)
 : 24	-1	-0.8	-5	-6	82	-5	75	1	12
> CC1(C)Cc2nc3sc4c(SCC(=O)NCc5ccco5)ncnc4c3cc2CO1
 : -17	-2	-1.7	1	-27	106	-11	97	-2	12
> CCOC(=O)CCSc1nc2c(c(C(F)(F)F)c1C#N)CCC2
 : -4	-5	-1.9	-2	-21	114	-8	104	4	26
> O=C(CSc1nc2ccccc2s1)Nc1cc(S(=O)(=O)N2CCOCC2)ccc1Cl
 : nt	-5	-2.6	-16	-30	85	0	76	4	6
> CCn1c(SCC(=O)Nc2cc(C)on2)nc2sc3c(c2c1=O)CCCC3
 : -14	nt	-8.1	0	-8	14	nt	2.3*	6	14
> CC(NC(=O)c1ccc(Cl)cc1)C(=O)NC1=NCCS1 (stereo not given)
 : nt	0	-0.2	5	-4	103	-12	106	-1	15
> CCN(CC)C(=O)N1CCC(NC(=O)c2ccc(C(C)(C)C)cc2)CC1
 : -5	0	0.1	-24	-17	101	-8	91	2	6
> Cn1cc(Br)c(C(=O)NC2CCCCC2)n1
 : -2	1	0.3	10	-32	99	-3	96	3	13
> CCOC(=O)c1c(C)oc2c1c(C(c1ccncc1)N1CCOCC1)c(O)c1ccccc12 (stereo not given)
 : -26	nt	-2.0	10	-54	9	26	17	11	3
> CC(C)N(C(=O)CSc1ncnc2sc(-c3ccccc3)cc12)C(C)C
 : 16	1	1.2	-15	-42	91	-10	82&85	1	2
> Cc1ccc(-n2[nH]c(C)c(C=Nc3ccc(S(=O)(=O)Nc4nccs4)cc3)c2=O)cc1C
 : -23	nt	-2.3	6	-16	61	-5	62	0	9
> COc1ccc(NC(=O)c2ccc(COCC(F)(F)C(F)F)cc2)cc1
 : 5	-8	-1.6	-12	-12	92	-6	84	0	4
> COC(=O)C1=C(N)c2ccccc2C1(C#N)c1ccccc1 (stereo not given)
 : 9	0	-0.3	2	-11	85	5	93	2	17
> CCNC(=O)CN1c2cccc3cccc(c23)S1(=O)=O
 : 2	nt	-1.7	-4	-2	95	-5	98	-1	5
> CC(C)(C)c1nc2ccccc2c2nnc(SCC(=O)Nc3nc4ccccc4s3)n12
 : -22	nt	-1.9	-8	-64	67	-9	64	3	18
> CCCCNC(=S)NCc1ccc2[nH]c(C)cc2c1
 : -8	nt	-1.6	13	16	82	-3	85	-1	4
> O=C(O)CCc1ccc(-c2ccc(Cl)cc2)o1
 : 1	-1	-1.0	-10	14	108	-7	113	15	9
> C/C(=N\NC(=O)c1ccn(C)n1)c1cccc(NC(=O)c2ccc(C)s2)c1
 : nt	-4	-2.0	-15	-38	89	-4	94	3	20
> Nc1cc(Cl)ccc1Oc1ccc(Cl)cc1
 : 4	nt	-2.4	-4	-15	62	-4	49	2	19
> CCOC(=O)C1C(=O)NC(c2ccccc2)=NC1c1ccc(Cl)cc1 (stereo not given)
 : -8	0	-0.1	-5	-43	89	-19	105	-2	9
> CCOC(=O)c1cnn2c(C(F)F)cc(C3CC3)nc12
 : 14	nt	0.2	-8	8	94	21	108	4	9
> O=[N+]([O-])c1ccc(N2CCCCCC2)c(S(=O)(=O)N2CCCCC2)c1
 : -32	-3	0.1	11	-42	72	-5	69	5	4
> Cc1c(Br)c([N+](=O)[O-])nn1CCCC(=O)Nc1sc2c(c1C(N)=O)CCC(C)C2 (stereo not given)
 : -2	-8	-1.4	-5	-15	88	-4	92	2	3
> CCOc1ccccc1OCC(=O)O
 : -35	0	0.8	-4	11	107	-13	102	-1	28
> CCN(C(=O)CSc1nnc2ccccn12)c1c(N)n(Cc2ccccc2)c(=O)[nH]c1=O
 : nt	-13	-0.1	-1	-24	95	2	93	1	nt
> O=C(Nc1nnc(SCc2ccccc2)s1)c1cc2c(s1)CCCC2
 : nt	-2	-4.2	-7	-20	96	-1	92	-2	11
> O=C1c2ccccc2S(=O)(=O)c2cc(C(=O)N(c3ccccn3)c3ccccn3)ccc21
 : nt	-4	-0.1	-20	-24	99	-3	96	1	6
> CCCCOC(=O)CSc1nnc(-c2ccc(Cl)cc2Cl)o1
 : nt	nt	-2.5	1	-40	81	-8	96	7	14
> Cc1cc(-c2n[nH]c(=S)n2Cc2ccccc2)cs1
 : nt	-5	-2.6	1	-21	90	2	84	1	19
> CCOC(=O)NC(Nc1sc2c(c1C(N)=O)CCCC2)(C(=O)OCC)C(F)(F)F (stereo not given)
 : nt	-1	-1.6	-16	-54	95	5	101	0	12
> O=C(NCc1ccc(F)cc1)C1CC(=O)N(CCc2ccccc2)C1 (stereo not given)
 : 13	-1	-1.1	-1	1	97	-8	105	1	3
> O=C1CCC2CCCCC2(O)O1 (stereo not given)
 : 7	0	-0.3	0	-43	91	11	103	0	5
> CC(Sc1nc(-c2ccccc2)cs1)C(=O)Nc1ccc(Cl)cn1 (stereo not given)
 : nt	-6	1.0	9	3	92	-3	81	9	28
> C=CCN(CC=C)S(=O)(=O)c1ccc2nc(NC(=O)C3CCCO3)sc2c1 (stereo not given)
 : 10	-4	-2.7	2	-24	79	14	82	-1	8
> CCOC(=O)CC(=O)CSc1nc2ccc(C)cc2cc1C#N
 : 28	-1	-2.8	-5	-40	31	-11	25	0	6
> COC(=O)[C@@]1(Cc2ccc(OC)cc2)[C@@H]2C(=CC(=O)[C@H]2CC(=O)C(=O)N2CCCC2)CN1C(=O)c1ccccc1
 : -28	nt	-4.6	24	-31	1.9*	12	2.0*	2	33
> CCc1sc(C(=O)NCc2cc(C)n(C)n2)cc1Br
 : nt	-1	-4.2	7	-6	98	-2	84	4	6
> NC(=O)c1ncc(C(F)(F)F)cc1Oc1cccc(C(F)(F)F)c1
 : 7	-1	-0.1	1	-60	95	3	96	0	15
> COCCCn1c(SCC(=O)Nc2cccc(C)n2)nnc1-c1ccco1
 : -9	-1	-3.1	-3	-44	102	-10	97	2	4
> CSc1nsc(SC)c1C(=O)NCCNS(=O)(=O)c1ccc(C)cc1
 : 9	1	-1.6	-2	-18	69	-12	93	4	20
> CCN(CC)S(=O)(=O)c1ccc2[nH]cc(C(=O)NCCc3ccccc3)c(=O)c2c1
 : 20	1	-1.1	5	-9	69	-12	73	-2	2
> COC(=O)C1=NN(C(=O)c2ccc(C)cc2)C(O)(c2ccc(Cl)cc2)C1 (stereo not given)
 : 22	1	-2.3	1	-25	107	28	95	9	5
> COc1ccccc1/C=C/C(=O)Nc1ccc2c(c1)CCC2
 : 16	-2	1.8	-5	-45	83	-6	72	4	7
> Cn1c2c(c(=O)n(C)c1=O)CN(Cc1ccc3c(c1)OCO3)CN2
 : 1	1	-1.3	1	-3	96	3	99	2	4
